Compound activity: PubChem BioAssay, several laboratories
NadD block – NadD (S. aureus) enzyme inhibition; actives 0.78% (n = 360,000); inhibition, % at 20 µM; purified NadD enzyme, colorimetric absorbance read-out; in the data active = inhibition above about 26%; note: some compounds past the cut are filed as inactive
CSN deneddyl inh – inhibitors of human CSN-mediated cullin deneddylation; Purified CSN, SCF-Nedd8-OG deneddylation, fluorescence polarization; inhibition, % at 12.5 µM; actives 0.38% (n = 360,000); AID 651999;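 active = pattern-corrected inhibition above about 35%, with an unprinted fluorescence ratio check between 0.5 and 1.5, limit read from the data, passing the limit was not always enough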;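 note: 0% = enzyme with substrate and 100% = substrate without enzyme; some results filed as inactive read as strong as hits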
Target sequence (Q92905 whole entry, looked up, one chain of several): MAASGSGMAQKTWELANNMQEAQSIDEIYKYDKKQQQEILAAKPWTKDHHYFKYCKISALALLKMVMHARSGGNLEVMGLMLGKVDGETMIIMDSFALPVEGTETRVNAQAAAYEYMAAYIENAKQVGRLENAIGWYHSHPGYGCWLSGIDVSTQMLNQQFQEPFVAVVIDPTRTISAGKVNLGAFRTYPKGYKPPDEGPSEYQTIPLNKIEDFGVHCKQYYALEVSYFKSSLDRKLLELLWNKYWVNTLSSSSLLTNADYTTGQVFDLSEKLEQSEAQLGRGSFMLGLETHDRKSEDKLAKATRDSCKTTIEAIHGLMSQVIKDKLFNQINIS
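Test system: Human Csn5 produced in HEK293T cells | Compound: 12.5 µM single point | Times: 90 min, room temperature | Signal: Fluorescence polarization readout | Read-out basis: % inhibition of substrate cleavage by Csn5 | Controls: no-enzyme wells high, enzyme-with-substrate wells low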
DNMT1 block – inhibitors of human DNMT1; AID 588458; P26358; actives 0.83% (n = 360,000); inhibition (reported as % activation of signal), % at 10 µM; DNMT1 molecular beacon, Hinp1I cleavage, fluorescence; in the data active = inhibition above about 50%
Neddyl block – blocks human cullin neddylation; TR-FRET cullin neddylation, biochemical; P61081+Q13564; actives 0.58% (n = 360,000); calls only at 25 µM; in the data active = inhibition above about 36%
Rin1 Abl inh – blocks binding of human Rin1 to Abl; TR-FRET Rin1/Abl binding, biochemical; inhibition, % at 7.35 µM; actives 0.4% (n = 360,000); P00519+Q13671; AID 588664; in the data active = inhibition above about 5%, passing the limit was not always enough
SUMO1 PPI mod – SUMO1-SIM interaction modulation. P63165. SUMO1 binding to a labelled peptide, TR-FRET, 1 h. inhibition, % at 20 µM. actives 0.33% (n = 360,000). AID 602429; in the data active = inhibition above about 37%
Target sequence (P63165 whole entry, looked up): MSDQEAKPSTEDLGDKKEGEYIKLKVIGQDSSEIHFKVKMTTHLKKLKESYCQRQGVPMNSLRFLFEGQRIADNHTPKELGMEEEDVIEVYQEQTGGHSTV
Scp-1 inhibitor – inhibitors of human Scp-1 phosphatase | Q9GZU7 | Recombinant Scp1, phosphopeptide, malachite green phosphate absorbance | inhibition, % at 20 µM | actives 0.88% (n = 340,000) | AID 493091;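 active = inhibition above about 50% at 20 µM, limit read from the data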;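 note: plate controls were DMSO wells with enzyme for no effect and wells lacking enzyme for full effect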
Target sequence (Q9GZU7 76-261 limits assumed): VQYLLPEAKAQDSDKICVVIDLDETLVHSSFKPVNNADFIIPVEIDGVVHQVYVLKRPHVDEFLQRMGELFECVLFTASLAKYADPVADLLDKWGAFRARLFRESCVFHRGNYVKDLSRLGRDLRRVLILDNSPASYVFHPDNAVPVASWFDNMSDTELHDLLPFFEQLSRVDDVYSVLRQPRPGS
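Material: truncated SCP-1 phosphatase (76-261aa) / Buffer or medium: 50 mM Tris acetate pH 5.5, 0.005% Tween-20, 10 mM MgCl2 / Compound dosing: one concentration, 20 µM, with 1.0% DMSO / Incubation: 45 min room-temperature reaction, 5 min colour, 30 min stabiliser / Detection: colorimetric free-phosphate detection, absorbance 630 nm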
Rpn11 block – Rpn11 (human) deubiquitinase inhibition; O00487; human 26S proteasome, Ub4-pepOG fluorescence polarization; 20S core pre-blocked with epoxomicin; calls only at 20 µM; actives 0.59% (n = 360,000);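 active = inhibition at 20 µM, scaled to each plate's controls, above about 33%, limit read from the data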
Target sequence (O00487 whole entry, looked up): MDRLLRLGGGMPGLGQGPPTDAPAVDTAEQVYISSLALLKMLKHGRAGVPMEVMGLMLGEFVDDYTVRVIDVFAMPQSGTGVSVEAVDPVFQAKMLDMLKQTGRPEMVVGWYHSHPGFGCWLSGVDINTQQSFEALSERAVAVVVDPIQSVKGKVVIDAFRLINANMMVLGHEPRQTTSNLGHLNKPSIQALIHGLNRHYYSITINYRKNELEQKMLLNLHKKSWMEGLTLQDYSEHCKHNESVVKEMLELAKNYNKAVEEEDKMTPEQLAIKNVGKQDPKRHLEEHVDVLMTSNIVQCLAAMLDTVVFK
LMPTP inh – blocks human LMPTP phosphatase; inhibition, % at 20 µM; actives 0.22% (n = 360,000); recombinant LMPTP-A, OMFP fluorogenic substrate, fluorescence intensity; P24666;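 active = compounds that cut the enzyme signal by at least half of the control window in the single-dose screen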;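 note: plate controls were DMSO wells with enzyme plus substrate for no effect and substrate without enzyme for full effect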
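Test system: LMPTP-A phosphatase enzyme; input: 0.625 nM LMPTP-A final; reagent: OMFP substrate, 400 µM final; compound dosing: 20 µM single dose, 3% DMSO; incubation: 50 min dark incubation at room temperature; measured by: endpoint fluorescence intensity from OMFP dephosphorylation; measure: % inhibition relative to no-enzyme and uninhibited control wells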
STEP inh – inhibitors of human striatal-enriched phosphatase STEP. P54829. recombinant STEP, OMFP fluorogenic substrate, fluorescence. inhibition, % at 20 µM. actives 0.25% (n = 360,000). AID 588621;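 active = inhibition at 20 µM, scaled per plate between control wells, above about 37%, limit read from the data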;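 note: 0% = DMSO with enzyme and substrate and 100% = substrate only without enzyme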
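Test system: STEP tyrosine phosphatase / Reagent: OMFP at 25 µM / Doses: 20 µM, 1% DMSO / Read-out: percent inhibition scaled to no-enzyme and uninhibited-enzyme controls, plate-pattern corrected / Detection: FITC-channel fluorescence of OMFP product / Medium: Bis-Tris buffer pH 6.0, 2.5 mM DTT, 0.005% Tween 20 / Schedule: 20 min at room temperature, dark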
Starred values were filed as active, the others as inactive; i = inactive; nt = not tested or not shown.

structure	NadD block	CSN deneddyl inh	DNMT1 block	Neddyl block	Rin1 Abl inh	SUMO1 PPI mod	Scp-1 inhibitor	Rpn11 block	LMPTP inh	STEP inh
COC(=O)c1ccc(NC(=O)c2cc[n+]([O-])cc2)cc1	0	0	-7	i	-1	0	-2	i	0.6	1
CCN(CC)CCCNC(=S)N(Cc1cccs1)Cc1cc2cc3c(cc2[nH]c1=O)OCCO3	4	3	-6	i	-2	-1	-5	i	3.9	14
CCOC(=O)[C@]12CCCC=C1N(CCC1=CCCCC1)C(=O)[C@H](CC(=O)N1CCC(c3ccccc3)CC1)C2	nt	-9	nt	i	nt	-1	nt	nt	11	nt
Cc1cccc2cc(COC(=O)C3CCCCC3)c(=O)[nH]c12	-2	-3	0	i	0	3	-3	i	0.2	3
C=CCNc1nc(NCCOC)c2sc(-c3ccccc3)cc2n1	-3	2	-5	i	-15	-1	nt	i	3.2	1
O=C(C[C@H]1C(=O)N(C2CCCCC2)C[C@@H]1Cc1ccccc1)Nc1ccccc1	-6	0	-5	i	-3	1	-7	i	1.4	-1
Cc1ccc(-n2ncc(-c3nn[nH]n3)c2N)cc1	-4	5	4	i	0	2	-13	i	-3.0	-4
COc1cc(NC(=O)C2CCCCC2)c(OC)cc1NC(=O)c1ccco1	-4	-3	1	i	1	6	-1	i	0.4	-2
Cc1cccc(Cn2c(CN3CCN(Cc4ccccc4)CC3)nc3c2c(=O)[nH]c(=O)n3C)c1	3	1	1	i	4	1	-3	i	-2.6	1
O=[N+]([O-])c1cccc(C2(O)COc3ccccc3O2)c1 (stereo not given)	-4	0	-2	i	-3	-29	28	i	-1.7	0
CCOC(=O)c1ccc(NC(=S)NC(=O)C2CCCC2)cc1	0	-4	0	i	-1	-3	-2	i	1.5	0
Cc1cccc(C(=O)NCC(=O)N(C)Cc2nc3ccccc3c(=O)[nH]2)c1	-4	0	3	i	2	0	-2	i	-0.3	97*
Cc1ccc(CNC(=O)C(=O)NCCC2=CCCCC2)cc1	-1	0	9	i	3	-4	-6	i	0.3	-1
Cn1c(N)c(C(=O)COC(=O)c2cc(S(=O)(=O)N3CCCCC3)ccc2Cl)c(=O)n(C)c1=O	-2	2	5	i	-1	5	-10	i	-1.0	-1
O=C(NCCN1CCN(c2ccc([N+](=O)[O-])cc2)CC1)NCc1ccccc1	-11	-3	4	i	-2	-16	4	i	-0.6	-2
O=C(CNS(=O)(=O)c1ccc(Br)cc1)NCc1ccncc1	-9	7	1	i	3	3	-6	i	-0.2	-2
Cn1cccc1Cc1nnc(SCC(=O)N2CCOCC2)n1CCc1ccccc1	5	-3	-5	i	-1	3	3	i	-1.3	3
CN(C)S(=O)(=O)c1cc(NC(=O)COC(=O)Cc2ccc(Br)cc2)ccc1Cl	-12	1	-3	i	2	0	-13	i	1.8	-2
CCn1c(-c2ccccn2)nc2cc(S(=O)(=O)N(C)C)ccc21	-3	0	1	i	2	0	-7	i	-1.7	2
CCOCCCNC(=O)c1ccc(NC(=O)C2CCCO2)cc1 (stereo not given)	-1	1	0	i	-3	1	2	i	-0.1	1
Cc1ccccc1-c1nnc(-c2ccccc2C)o1	-3	-2	15	i	1	13	-7	i	4.8	3
C[C@H](NS(=O)(=O)c1ccccc1F)C(=O)OCC(=O)N1CCc2ccccc21	-3	0	-1	i	-2	-1	-3	i	-0.2	4
CCOc1ccc(OCC)c(S(=O)(=O)N2CCCCC2C)c1 (stereo not given)	-5	3	35	i	-3	-2	-3	i	0.5	0
Cc1ccc(S(=O)(=O)N2CCN(C(=O)c3ccc(N4CCCCC4)c([N+](=O)[O-])c3)CC2)cc1	0	-2	-2	i	-3	-20	-2	i	2.7	2

One compound at a time, as listed above. Screens in order: NadD block	CSN deneddyl inh	DNMT1 block	Neddyl block	Rin1 Abl inh	SUMO1 PPI mod	Scp-1 inhibitor	Rpn11 block	LMPTP inh	STEP inh
Entry for `CCn1c(-c2ccccn2)nc2cc(S(=O)(=O)N(C)C)ccc21` : -3	0	1	i	2	0	-7	i	-1.7	2
Entry for `O=C(CNS(=O)(=O)c1ccc(Br)cc1)NCc1ccncc1` : -9	7	1	i	3	3	-6	i	-0.2	-2

The list goes on:
The line under a structure holds: NadD block	CSN deneddyl inh	DNMT1 block	Neddyl block	Rin1 Abl inh	SUMO1 PPI mod	Scp-1 inhibitor	Rpn11 block	LMPTP inh	STEP inh
CCOc1ccc(/C=C2\SC(=S)N(C)C2=O)cc1OC
 : -4	3	-12	i	1	-10	-6	i	0.6	0
COC(=O)c1ccc(Nc2cc(C)nc3ncnn23)cc1
 : 3	1	1	i	4	4	-6	i	-0.7	6
COc1ccc(-c2noc3c2-c2nc(-c4ccccc4F)sc2CC3)cc1
 : -5	-5	-2	i	-1	-3	11	i	3.7	4
COc1ccc(OCC(=O)Nc2ccc(N3CCOCC3)cc2)c([N+](=O)[O-])c1
 : -10	0	-7	i	2	-19	-5	i	-0.2	1
Oc1ccc(-c2nnc(Nc3cccc(O)c3)c3ccccc23)cc1
 : 5	-1	-4	i	-4	4	1	i	2.8	-1
Cc1ccc2nc(SCC(=O)N3CC(C)OC(C)C3)nc(=O)n2c1 (stereo not given)
 : -3	-2	0	i	3	-3	-1	i	-1.6	-3
O=C(Nn1cnnc1)c1cc2c(s1)CCCCC2
 : 1	4	3	i	1	2	-8	i	-1.3	2
Cc1nnc(SCc2cc([N+](=O)[O-])cc3c2OCOC3)n(N)c1=O
 : 3	10	3	i	3	-16	0	i	0.3	-1
CCN(CC)S(=O)(=O)c1ccc(-c2nnc(SCC(=O)Nc3ccc(OC)c(OC)c3)o2)cc1
 : -9	-4	2	i	0	0	-5	i	-3.2	-10
Cc1c(C(=O)N(Cc2ccc(N(C)C)cc2)C2CCS(=O)(=O)C2)oc2ccccc12 (stereo not given)
 : -2	3	-2	i	1	2	-8	i	-0.3	1
O=C(NNC(=O)C1CCCO1)c1ccc(Br)cc1 (stereo not given)
 : -4	0	-7	i	3	1	-6	i	-2.9	-2
S=C1NCCNC(=S)NCCOCCOCCOCCN1
 : 3	4	-2	i	-1	-1	1	i	0.6	0
O=C(COC(=O)CNC(=O)C1CCCCC1)Nc1ccc2c(c1)OCCO2
 : 2	0	0	i	-2	0	-5	i	-1.3	1
CC(NC(=O)c1ccc(N)cc1)c1ccccc1 (stereo not given)
 : 0	-2	-3	i	0	1	-5	i	-1.4	-2
COc1ccccc1NCCC(=O)OCC(=O)Nc1ccccc1F
 : 3	-4	0	i	-1	-1	-4	i	-0.2	-1
O=C(N/N=C/c1c(Cl)cccc1Cl)c1ccccc1F
 : 2	1	1	i	2	-2	1	i	-1.1	-3
CC(=O)c1c(O)cc(O)cc1O
 : -6	-3	0	i	0	3	-4	i	0.5	-5
O=C(CN1C(=O)/C(=C/c2cccc(Br)c2)SC1=S)Nc1cccnc1
 : 24	9	-12	i	0	-5	1	i	3.2	-2
COC(=O)c1ccc(C(=O)OC)c(NC(=O)COC(=O)C23CC4CC(CC(O)(C4)C2)C3)c1
 : 2	4	-10	i	0	1	-3	i	0.1	-1
CCc1ccc(NC(=O)CNC(=O)[C@@H]2Cc3ccccc3CN2C(=O)OC(C)(C)C)cc1
 : -1	-3	0	i	4	4	-11	i	0.9	-1
CCOC(=O)C1=CCN(S(=O)(=O)c2ccc(C)cc2)C1c1ccc(Br)cc1 (stereo not given)
 : 0	-3	-9	i	-3	6	nt	i	1.4	-1
COc1cccc(CN(C)C(=O)CN2C(=O)NC(c3ccccc3)(c3ccccc3)C2=O)c1
 : -6	5	-1	i	0	1	-9	i	0.9	-3
CC(C)(C)c1ccc(C(=O)Nc2ccc(C=C(C#N)C#N)cc2)cc1
 : 16	-20	-12	i	1	-7	26	i	2.0	2
CCOc1ccccc1OCCNC1CCCC1
 : -6	-3	1	i	1	2	-5	i	-0.1	-1
CSCCC(NC(=O)c1ccccc1)C(=O)OCC(=O)NCc1ccco1 (stereo not given)
 : 2	1	10	i	5	5	29	i	-0.2	0
c1ccc(-c2nnc(OCCN3CCOCC3)c3ccccc23)cc1
 : -3	0	1	i	0	1	-17	i	-2.4	1
CCOc1ccc(/C=N\NC(=O)CC(=O)NCCc2ccccc2)cc1
 : -3	1	-14	i	1	-5	-2	i	-1.2	-2
C[C@@H]1CN([C@H](C)CO)C(=O)CCCn2nncc2CO[C@H]1CN(C)S(C)(=O)=O
 : 0	0	6	i	0	3	nt	i	0.2	-3
Cc1ccc(C(O)P(=O)(OC2CCCCC2)OC2CCCCC2)cc1 (stereo not given)
 : 0	-2	0	i	0	0	-10	i	0.1	0
COc1cccc(C2(O)CCN(C(=O)c3cccs3)CC2)c1
 : -2	4	2	i	6.7*	0	1	i	-0.5	-1
CCOc1ccc(S(=O)(=O)N2CCN(Cc3ccc4c(c3)OCO4)CC2)cc1OCC
 : -3	2	-1	i	-1	8	-7	i	1.1	3
CC1(C)C(=O)OC(c2ccco2)C(C)(C)C1=O (stereo not given)
 : 1	-6	1	i	4	-2	11	i	0.4	-1
CC1CCN(S(=O)(=O)c2ccccc2[N+](=O)[O-])CC1
 : -4	-6	3	i	-1	-5	4	i	0.3	-1

In a second layout: entries from further up.
SMILES: c1ccc(-c2nnc(OCCN3CCOCC3)c3ccccc23)cc1
  NadD block = -3
  CSN deneddyl inh = 0
  DNMT1 block = 1
  Neddyl block = i
  Rin1 Abl inh = 0
  SUMO1 PPI mod = 1
  Scp-1 inhibitor = -17
  Rpn11 block = i
  LMPTP inh = -2.4
  STEP inh = 1

SMILES: CCOc1ccc(/C=N\NC(=O)CC(=O)NCCc2ccccc2)cc1
  NadD block = -3
  CSN deneddyl inh = 1
  DNMT1 block = -14
  Neddyl block = i
  Rin1 Abl inh = 1
  SUMO1 PPI mod = -5
  Scp-1 inhibitor = -2
  Rpn11 block = i
  LMPTP inh = -1.2
  STEP inh = -2
